Screening data as filed in PubChem BioAssay.
Pol iota inh – inhibitors of human DNA polymerase iota; Q9UNA4; Pol iota fluorescent replication assay, 10 min; Potency, µM (doses to about 115 µM), for inactives: top-dose activity, negative = inhibition, hits mostly inhibitors; 1% of 390,000 active; AID 588590; also: potency is read from the fitted curve at half-maximal effect
Target sequence (Q9UNA4 whole entry, looked up): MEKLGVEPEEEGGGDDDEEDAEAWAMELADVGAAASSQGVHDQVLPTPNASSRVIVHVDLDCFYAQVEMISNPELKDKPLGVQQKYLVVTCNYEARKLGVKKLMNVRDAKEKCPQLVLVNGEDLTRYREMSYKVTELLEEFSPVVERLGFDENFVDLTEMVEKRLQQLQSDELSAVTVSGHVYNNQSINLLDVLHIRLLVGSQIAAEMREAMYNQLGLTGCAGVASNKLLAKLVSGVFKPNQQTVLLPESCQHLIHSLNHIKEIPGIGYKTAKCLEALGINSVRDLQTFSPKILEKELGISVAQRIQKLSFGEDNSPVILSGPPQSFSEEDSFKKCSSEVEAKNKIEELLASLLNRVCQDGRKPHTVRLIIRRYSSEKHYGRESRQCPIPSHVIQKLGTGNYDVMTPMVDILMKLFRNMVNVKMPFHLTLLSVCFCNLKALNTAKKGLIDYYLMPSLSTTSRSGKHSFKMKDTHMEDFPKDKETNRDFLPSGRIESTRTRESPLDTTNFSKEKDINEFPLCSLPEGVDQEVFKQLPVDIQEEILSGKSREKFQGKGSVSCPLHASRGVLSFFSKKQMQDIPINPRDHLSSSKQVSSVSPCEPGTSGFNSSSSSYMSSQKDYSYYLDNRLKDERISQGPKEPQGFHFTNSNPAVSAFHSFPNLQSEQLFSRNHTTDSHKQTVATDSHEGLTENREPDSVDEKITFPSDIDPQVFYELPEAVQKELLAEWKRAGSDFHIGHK
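Pol iota at 10 nM preincubated 15 min with compounds at room temperature; reaction started with fluorescent substrate, 50 nM final. Fluorescence read kinetically at 0 and 10 min; buffer-only wells as negative control.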
TRHR ag – TRH receptor (human) agonism; P34981; TRHR cells, calcium flux fluo-8, FDSS agonist mode; activation, % at 2 µM; 0.18% of 360,000 active; AID 493084; in the data active = activation above about 30%; also: 0% is about no effect
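TRHR-expressing cells loaded with fluo-8 calcium dye; 23 nL library compound pin-transferred, kinetic FDSS fluorescence (Ex 480/Em 530) recorded about 180 s for agonist-induced calcium release, before a 10 nM TRH EC20 addition for potentiator mode.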
POLB inh – DNA polymerase beta (human) inhibition; P06746; Pol beta primer extension/strand displacement, fluorescence kinetic; Potency, µM (series often up to 114 µM), without a hit: at the top dose activity change, negative = inhibition, usual class: inhibitors; 1.3% of 340,000 active; also: potency is read from the fitted curve at half-maximal effect; % is scaled to controls: 0 for no effect and ±100 for the full control effect
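10 nM enzyme + cpd, 15 min RT; start with substrate 50 nM final; read 0 min and after 10 min RT. Corrected, normalized data; 4-parameter Hill curve fit.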
ALOX12 inh – ALOX12 (human) lipoxygenase inhibition. Potency, µM (highest dose often 108 µM), without a hit: at the top dose activity change, negative = inhibition, actives largely listed as inhibitors. P18054. 1.1% of 580,000 active. purified 12hLO, xylenol orange hydroperoxide absorbance. AID 1671190; also: potency is read from the fitted curve at half-maximal effect; % is scaled to controls: 0 for no effect and ±100 for the full control effect
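Hydroperoxide product was detected by ferrous iron/xylenol orange as the 573 to 405 nm absorbance ratio. Arachidonic acid at 40 uM (final) was turned over for 30 min at room temperature by 150 nM human 12hLO, pH 7.0 Hepes buffer, after 15 min compound preincubation.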
ERG Ets-DNA blk – inhibitors of human ERG Ets domain-DNA interaction; Potency, µM (top dose mostly 76.9 µM), for the others: top-dose FP activity, negative = inhibition, most hits filed as inhibitors; P11308; fluorescence polarization, His-ERG Ets domain / labelled DNA; 0.028% of 370,000 active; active = well fitted inhibition curve with a large enough effect in the polarisation, with a control signal flat; inconclusive = small, poorly fitted or top-dose-only effect, or effect the other way, or a change in a side signal; inactive = no such curve, though single readings can be large or run the other way; the % refers to the polarisation;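 also: polarization taken with two DNA probes labelled with fluorescein and Texas red; potency is read from the fitted curve at half-maximal effect; % of control where 0% means no effect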
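His-tagged ERG Ets domain (1 uM in the protein solution; 300mM KCl, 50mM Tris-HCl, 1mM EDTA, 1mM DTT, pH 7.5) received compound, then a probe mix of 5 nM fluorescein-DNA and 100nM Texas-615-DNA. Fluorescence polarization was read for both dyes.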
APE1 inh – blocks human APE1 abasic DNA cleavage; P27695; AID 2517; Potency, µM (highest dose often 65.8 µM), for the others: top-dose activity change, negative = inhibition, usual class: inhibitors; recombinant APE1, TAMRA/BHQ-2 abasic DNA cleavage fluorescence; 0.35% of 350,000 active;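 also: potency is read from the fitted curve at half-maximal effect; plate controls were vehicle for no effect and reference inhibitor for full effect; nearly all actives have a fitted effect of over 55% in size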
Target sequence (P27695 whole entry, looked up): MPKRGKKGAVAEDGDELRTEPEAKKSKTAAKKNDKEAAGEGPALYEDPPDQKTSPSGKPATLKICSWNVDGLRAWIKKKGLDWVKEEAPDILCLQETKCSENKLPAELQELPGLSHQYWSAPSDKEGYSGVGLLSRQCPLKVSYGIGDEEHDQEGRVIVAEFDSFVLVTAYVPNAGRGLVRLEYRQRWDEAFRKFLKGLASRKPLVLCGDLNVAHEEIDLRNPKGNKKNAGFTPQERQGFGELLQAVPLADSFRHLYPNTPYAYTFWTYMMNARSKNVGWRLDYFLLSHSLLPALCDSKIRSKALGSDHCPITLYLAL
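Endonuclease cleavage of a quenched abasic-site DNA duplex (50 nM) by APE1 (0.75 nM) was tracked by TAMRA dequenching. Compounds were preincubated with enzyme 15 min at room temperature; data normalized to buffer-only and DMSO wells plus NSC13755 control.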
BLM inh – inhibitors of human Bloom syndrome helicase BLM; 0.2% of 350,000 active; Potency, µM (doses to about 56.1 µM), inactives show at the highest dose activity change, negative = inhibition, hits mostly inhibitors; P54132; recombinant BLM DNA unwinding, fluorescence dequenching;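 also: potency is read from the fitted curve at half-maximal effect; plate controls were vehicle for no effect and no enzyme for full effect; nearly all actives have a fitted effect of over 35% in size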
Pol kappa inh – inhibitors of human DNA polymerase kappa. Q9UBT6. purified Pol kappa, fluorescent DNA synthesis assay, 10 min. Potency, µM (highest dose often 107 µM), without a hit: at the top dose activity, negative = inhibition, hits mostly inhibitors. 0.53% of 400,000 active. AID 588579; also: potency is read from the fitted curve at half-maximal effect; % is scaled to controls: 0 for no effect and ±100 for the full control effect
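Inhibition of 10 nM Pol kappa is measured by a fluorescent read-out at 0 and 10 min following addition of 50 nM substrate (final), with a 15-min room-temperature compound preincubation.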
Anesthetic bind – candidate novel general anesthetic via apoferritin binding; P02791; apoferritin/1-aminoanthracene competitive binding, fluorescence; Potency, µM (highest dose often 77.5 µM), inactives show at the top dose activity change, negative = displacement, usual class: inhibitors; 0.074% of 350,000 active; AID 485281; also: potency is read from the fitted curve at half-maximal effect; % is scaled to controls: 0 for no effect and ±100 for the full control effect; nearly all actives have a fitted effect of over 20% in size
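Apoferritin-based anesthetic binding model; compound displacement of fluorescent 1-AMA measured as endpoint fluorescence after 10 minutes at room temperature, scaled to free-ligand and complex controls.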
Numbers without * were called inactive; ? = inconclusive; . = no result given; & = joins results of further samples; ! = a repeat was not active; [ ] = remark or other dose. Unless noted, calls follow the shape of the dose curve; as a rule, active = well fitted curve in the direction sought with a large enough effect; inconclusive = small, poorly fitted or top-dose-only effect, or another doubt; inactive = no such curve, though single readings can be large; an effect the other way counts as inactive or inconclusive. The list is partial. The share of hits here may be higher or lower than overall.

1. Cc1cccc(-c2noc(CN(C(=O)COc3ccc(Br)cc3C)C(C)C)n2)c1
2. Cc1cc(C)cc(C(=O)NCC(=O)OCC(=O)N(C)C2CCS(=O)(=O)C2)c1 (stereo not given)
3. COc1cccc(NC(=O)CSc2nnc3cc(C)nc(N)n23)c1
4. C#CCOCCOCCOCCNc1nc(N2CCN(C(=O)[C@H](CCC(=O)O)n3cc([C@@H](N)CCCCN)nn3)CC2)nc(N2CCN(C(=O)[C@H](CCCCN)n3cc([C@@H](N)CC(N)=O)nn3)CC2)n1
5. COC(=O)c1ccccc1NC(=O)COc1ccc(S(=O)(=O)N2CCCC2)cc1C
6. Cn1nc(SCC(=O)O)sc1=S
7. Cc1ccc(Oc2nc3ccccn3c(=O)c2/C=C(\C#N)C(=O)NC2CCS(=O)(=O)C2)c(C)c1 (stereo not given)
8. COc1cccc(Nc2ncccc2C(=O)NCc2ccccc2)c1
9. O=C(NNS(=O)(=O)c1ccc(Cl)cc1Cl)c1cc2ncc(C(F)(F)F)cc2s1
10. Oc1cccc(Nc2nc(-c3ccccc3)nc3ccccc23)c1

compound no.,1,2,3,4,5,6,7,8,9,10
Pol iota inh,-0.5%,17.0%,105.6%[activator],13.1%,4.7%,10.4%,24.6%,5.6%,32.3%[activator],2.7%&-16.1%
TRHR ag,0.9,0.3,0.4,.,1.1,0.1,0.6,1.9,-1.2,0.1&2.1
POLB inh,-1.4%,11.4%,-16.8%,.,1.8%,-0.9%,3.2%,89.1µM*,-16.0%,-2.5%&-25.8%
ALOX12 inh,-29.4%,-22.0%,-9.8%,-6.0%,15.1%,0.0%,-1.1%,21.4%,?,39.8µM*!
ERG Ets-DNA blk,9.8%,-6.2%,-5.8%,-16.3%,2.9%,5.6%,10.7%,-13.7%,-0.1%,1.9%&-1.6%
APE1 inh,.,-0.6%,-1.2%,3.3%,-0.6%,-5.7%,7.5%,-4.3%,1.4%,8.5%
BLM inh,-13.0%,5.8%,-2.2%,.,-2.7%,-0.4%,-4.0%,-11.1%,-4.3%,-10.3%&-11.6%
Pol kappa inh,-11.6%,-7.1%,-0.3%,-2.2%,2.6%,-4.7%,8.7%,-17.2%,-6.1%,-4.5%&-1.5%
Anesthetic bind,89.5%[activator],-9.3%,-1.6%,.,1.9%,-4.8%,-20.9%,7.6%,-16.2%,4.6%&-14.1%

From compound 8 to 10, copied from above:
8. COc1cccc(Nc2ncccc2C(=O)NCc2ccccc2)c1
9. O=C(NNS(=O)(=O)c1ccc(Cl)cc1Cl)c1cc2ncc(C(F)(F)F)cc2s1
10. Oc1cccc(Nc2nc(-c3ccccc3)nc3ccccc23)c1

compound no.,8,9,10
Pol iota inh,5.6%,32.3%[activator],2.7%&-16.1%
TRHR ag,1.9,-1.2,0.1&2.1
POLB inh,89.1µM*,-16.0%,-2.5%&-25.8%
ALOX12 inh,21.4%,?,39.8µM*!
ERG Ets-DNA blk,-13.7%,-0.1%,1.9%&-1.6%
APE1 inh,-4.3%,1.4%,8.5%
BLM inh,-11.1%,-4.3%,-10.3%&-11.6%
Pol kappa inh,-17.2%,-6.1%,-4.5%&-1.5%
Anesthetic bind,7.6%,-16.2%,4.6%&-14.1%

Next results follow.
11. C=CCN(CC=C)C(=O)CN1C(=O)NC(Cc2c[nH]c3ccccc23)C1=O (stereo not given)
12. CCC(=O)N1CCc2cc(S(=O)(=O)NCCC(=O)NCc3ccccc3OC)ccc21
13. Cc1c(/C=C(\C#N)C(=O)Nc2cccc(Cl)c2)c2ccccc2n1Cc1ccccc1Cl
14. CCOc1ccccc1OCCOCCOc1ccccc1[N+](=O)[O-]
15. CCn1c(CN2CCN(C(c3ccccc3)c3ccccc3)CC2)nc2c1c(=O)n(C)c(=O)n2C
16. COc1cc(CNC2CCCC2)cc(Cl)c1OCc1ccccc1F
17. COc1ccc(C(=O)NCC(=O)OCC(=O)Nc2cccc(S(=O)(=O)N3CCCC3)c2)cc1
18. COc1ccc(S(=O)(=O)N2CCN(c3ccc(F)cc3)CC2)cc1-c1noc(C)n1
19. COc1ccc(CNc2nc(NCc3ccc(OC)cc3)c3ncn(C4CCCCC4)c3n2)cc1
20. Clc1ccc(-c2noc3c2-c2nc(Cc4cccc5ccccc45)sc2CC3)cc1

compound no.,11,12,13,14,15,16,17,18,19,20
Pol iota inh,-4.8%,49.7%[activator],?,1.7%,23.0%,-4.8%,-23.9%,4.8%,.,9.0%
TRHR ag,-1.0,0.0,2.2,1.3,2.1,-0.5,-0.9,1.7,.,0.4
POLB inh,23.2%,7.3%,3.3%,5.3%,5.3%,11.3%,1.8%,40.5%,.,.
ALOX12 inh,4.1%,12.9%,?,-14.4%,.,-28.8%,-10.0%,-17.2%,.,-12.4%
ERG Ets-DNA blk,-13.8%,-4.9%,3.8%,-3.0%,60.2%[activator],.,7.5%,-3.1%,.,-2.7%
APE1 inh,18.3%,-13.4%,.,-5.5%,-16.7%,0.6%,?,.,-9.7%,-2.0%
BLM inh,-0.7%,-0.1%,-7.9%,-2.6%,-4.2%,-1.5%,-6.3%,-2.1%,-5.7%,.
Pol kappa inh,-0.7%,-14.0%,-12.0%,-12.0%,-4.9%,-8.9%,-4.5%,-13.4%,6.9%[60.1 µM],-13.8%
Anesthetic bind,-13.1%,-5.6%,-2.2%,-10.7%,-2.0%,?,4.3%,2.9%,166.7%[activator],.

21. CCCCn1c(=N)n(CC(=O)C(C)(C)C)c2ccccc21
22. CN1CCN(C(=O)c2cc(S(=O)(=O)Nc3ccccc3F)c(Cl)cc2Cl)CC1
23. Cn1c(SCC(=O)NCC2CCCO2)ncc(C(=O)Nc2ccc(F)cc2)c1=O (stereo not given)
24. COc1ccc(/C=C/C(=O)Nc2ccccc2C(F)(F)F)cc1
25. O=C(c1cc(COc2ccc(F)cc2Cl)on1)N(CCO)Cc1cccs1
26. Cc1ccc2cc(C#N)c(SCC(=O)N3CCCc4ccccc43)nc2c1
27. CCOc1ccc(NC(=O)CN2C(=O)COc3ccc(S(=O)(=O)N4CCCC4)cc32)cc1
28. CCN(CC)CCn1c(NCc2ccc3c(c2)OCO3)nc2ccccc21
29. COc1ccc(CN(CC(O)COc2cccc3[nH]cc(C)c23)C(C)(C)C)cc1 (stereo not given)
30. N/C(Cc1ccccc1Sc1ccccc1)=N\O

compound no.,21,22,23,24,25,26,27,28,29,30
Pol iota inh,-10.7%,?,17.8%,-4.5%,-27.2%,3.1%,3.7%,-13.9%,?,12.7%
TRHR ag,-0.2,1.1,3.3,-0.9,0.4,1.9,0.3,1.3,2.2,-0.1
POLB inh,6.8%,29.7%,.,10.3%,4.0%,2.9%,-1.5%,5.2%,-2.1%,40.0%
ALOX12 inh,-3.6%,0.0%,4.7%,15.4%,4.0%,-16.9%,-1.4%,2.5%,?,?
ERG Ets-DNA blk,3.1%,8.1%,4.3%,-2.0%,-9.2%,-1.4%,3.6%,-11.3%,-5.3%,-3.7%
APE1 inh,-4.6%,16.4%,10.3%,18.9%,40.6%[activator],7.7%,43.9%,1.0%,37.2%,23.6%
BLM inh,-4.6%,-6.1%,.,6.4%,-7.4%,1.6%,-0.3%,-2.6%,-9.4%,0.4%
Pol kappa inh,-2.3%,-10.8%,-11.9%,1.5%,-18.2%,-4.2%,1.5%,0.1%,-16.6%,1.0%
Anesthetic bind,-17.3%,5.8%,.,5.0%,?,2.6%,-19.6%,-13.6%,-6.6%,1.2%

31. O=C(CCc1ccccc1)NNC(=O)c1ccccc1C(=O)O
32. CCCCOc1ccc(-c2nnn(CCC(=O)N3CCOCC3)n2)cc1
33. Cc1cc2c(Nc3ccc(O)cc3)ncnc2s1
34. CC(C)C(C)NC(=O)COc1ncnc2sccc12 (stereo not given)
35. CN(CC(=O)NC(=O)NC(C)(C)C)CC(=O)Nc1ccccc1Cl
36. N#Cc1ccc(CSc2nnc(-c3ccccn3)n2-c2ccc(Cl)cc2)cc1
37. Cc1nc(SCCOc2ccc(F)cc2)c2ccccc2n1
38. Cc1nc2c(C)cccc2c2c1COC2
39. CCC(=O)c1cn(CC(=O)NCC2CCCO2)c2ccccc12 (stereo not given)
40. CC(=O)Nc1ccc(S(=O)(=O)NCC(=O)NCCCc2ccccc2)cc1

compound no.,31,32,33,34,35,36,37,38,39,40
Pol iota inh,20.7%,29.6%,-12.6%,10.6%,-9.4%,-14.3%,22.4%,194.0%[activator],5.7%,4.9%
TRHR ag,0.2,1.6,-0.5,-0.2,0.2,0.2,0.3,-0.1,1.5,0.3
POLB inh,13.9%,8.1%,2.7%,2.4%,?,24.1%,3.4%,-0.4%,22.8%,17.6%
ALOX12 inh,-11.5%,22.7%,?,?,0.4%,-7.1%,?,16.1%,-23.7%,6.2%
ERG Ets-DNA blk,10.9%,.,3.8%,8.1%,2.1%,-2.2%,6.2%,7.3%,-17.3%,-17.0%
APE1 inh,-11.1%,-1.3%,28.2%,-7.1%,-3.8%,1.2%,11.7%,-1.1%,-2.2%,48.0%[activator]
BLM inh,-1.2%,-0.7%,-0.7%,-3.5%,0.1%,-2.6%,-0.1%,-10.7%,-0.5%,-1.3%
Pol kappa inh,-10.8%,-0.7%,2.7%,8.8%,-7.3%,-17.6%,0.4%[60.1 µM],-3.5%,-6.3%,-2.7%
Anesthetic bind,-11.8%,-23.2%,-7.0%,-7.9%,-5.9%,-21.6%,-13.1%,4.9%,-8.0%,-10.7%
